# Source: PubChem (The Scripps Research Institute Molecular Screening Center)
# MITF inh = human MITF inhibition, primary screen | O75030 | AlphaScreen MITF homodimerization, bead proximity signal | inhibition, % at 2.6 µM | 0.91% of 650,000 active | AID 1259374; in the data active = inhibition above about 50%;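 also: 0% = vehicle wells with protein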
# TEAD-YAP inh = TEAD-YAP interaction inhibition | HEK-TIYL cells, TEAD-Gal4/YAP UAS-luciferase luminescence | inhibition, % at 9.12 µM | 1.4% of 640,000 active; in the data active = inhibition above about 32%;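 also: 0% = median of test compound wells and 100% = reference inhibitor wells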
# FBW7 activator = human FBW7 E3 ligase activation, primary screen. AlphaScreen FBW7–phospho-cyclin E peptide binding, activator screen. Q969H0. 0.13% of 650,000 active. normalized activity (activation), % at 26.1 µM; in the data active = normalized activity above about 1.9%;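 also: purified mutant Fbw7 with reduced substrate affinity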
# Target sequence (Q969H0 whole entry, looked up): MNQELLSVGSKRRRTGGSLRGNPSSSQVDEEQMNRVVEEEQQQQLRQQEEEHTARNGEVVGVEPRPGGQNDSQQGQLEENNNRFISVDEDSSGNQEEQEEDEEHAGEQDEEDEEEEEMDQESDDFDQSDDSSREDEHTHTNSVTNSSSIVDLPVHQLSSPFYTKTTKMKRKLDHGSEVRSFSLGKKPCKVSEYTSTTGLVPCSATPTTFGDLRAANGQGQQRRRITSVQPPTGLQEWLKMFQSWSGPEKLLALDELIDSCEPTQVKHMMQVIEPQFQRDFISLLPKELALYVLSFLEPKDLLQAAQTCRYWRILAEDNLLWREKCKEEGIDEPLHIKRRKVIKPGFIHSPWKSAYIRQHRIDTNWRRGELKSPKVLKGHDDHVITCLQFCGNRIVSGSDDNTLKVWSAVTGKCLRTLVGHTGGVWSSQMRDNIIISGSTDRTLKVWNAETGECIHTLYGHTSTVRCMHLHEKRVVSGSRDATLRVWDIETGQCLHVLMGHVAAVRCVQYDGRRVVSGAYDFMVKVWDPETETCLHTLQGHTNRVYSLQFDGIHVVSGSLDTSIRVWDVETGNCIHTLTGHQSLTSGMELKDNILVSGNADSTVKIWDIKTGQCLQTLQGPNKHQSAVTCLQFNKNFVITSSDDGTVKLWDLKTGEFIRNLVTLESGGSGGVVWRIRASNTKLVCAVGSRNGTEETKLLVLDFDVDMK
# GPR151 ag = human GPR151 activation; activation, % at 11.2 µM; PathHunter beta-arrestin GPR151 cells, luminescence; Q8TDV0; AID 1508602; 1% of 650,000 active; in the data active = activation above about 4.9%;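 also: 0% = median of compound wells and 100% = cells with positive control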
# Target sequence (Q8TDV0 whole entry, looked up): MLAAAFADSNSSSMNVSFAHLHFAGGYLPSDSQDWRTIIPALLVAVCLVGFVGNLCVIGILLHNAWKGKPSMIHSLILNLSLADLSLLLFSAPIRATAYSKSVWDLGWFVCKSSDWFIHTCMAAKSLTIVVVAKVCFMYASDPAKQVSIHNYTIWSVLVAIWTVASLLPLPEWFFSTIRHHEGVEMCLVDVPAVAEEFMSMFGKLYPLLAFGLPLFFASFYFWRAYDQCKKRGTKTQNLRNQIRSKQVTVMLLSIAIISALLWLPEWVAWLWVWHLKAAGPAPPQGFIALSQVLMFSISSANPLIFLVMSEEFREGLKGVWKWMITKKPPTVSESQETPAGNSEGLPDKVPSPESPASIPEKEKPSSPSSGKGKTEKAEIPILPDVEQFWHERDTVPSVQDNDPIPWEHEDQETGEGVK
# * hit, by the source's call.
# Key to letters – A = MITF inh; B = TEAD-YAP inh; C = FBW7 activator; D = GPR151 ag
CC1CN(C(=O)/C(=C/c2cn(-c3ccccc3)nc2-c2cccs2)NC(=O)c2ccccc2)CC(C)O1 (centres undefined)
  A: -10.6	B: -7.0	C: 0.0	D: -0.1

Cn1ncc2c(=O)n(CC(=O)NCCC3=CCCCC3)cnc21
  A: 10.3	B: 9.3	C: 0.6	D: -2.3

C=CCc1c(O)nc(SCC(=O)N(CC)CC)[nH]c1=O
  A: 7.3	B: -6.2	C: 0.1	D: -0.6

O=C(C1c2ccccc2Oc2ccccc21)N1CCC2(CC1)OCCO2
  A: 7.7	B: 6.9	C: 0.0	D: 0.6

COC(=O)c1cc(C(=O)OCC(=O)N(C)C2CCS(=O)(=O)C2)cc([N+](=O)[O-])c1 (centres undefined)
  A: -6.3	B: 8.5	C: 0.1	D: -1.4

CCOC(=O)c1cccc(Nc2cc(C)nc3ccccc23)c1
  A: 8.2	B: 0.3	C: 0.1	D: -0.7

COc1cc(OC)c(C2CC(c3ccc(Cl)cc3)Nc3ncnn32)cc1OC (centres undefined)
  A: 5.5	B: 14.1	C: 0.0	D: 0.4

CC(C)(C)OC(=O)CSc1nc2ccc(Cl)cc2[nH]1
  A: 2.7	B: -53.6	C: 0.0	D: -0.4

O=C(O)CCNC(=O)COc1ccc2ccc(=O)oc2c1
  A: 0.4	B: 4.4	C: 0.3	D: 0.5

O=C1C2C3C=CC(C3)C2C(=O)N1c1cc([N+](=O)[O-])ccc1O (centres undefined)
  A: 17.6	B: -0.8	C: 0.7	D: -1.8

COc1ccc(OC)c(NC(=O)C2CCC(C)(C(=O)O)C2(C)C)c1 (centres undefined)
  A: -15.1	B: -1.3	C: 0.2	D: -2.0

CCCCCCNC(=O)c1c[nH]c2ccc(S(=O)(=O)N3CCC(C)CC3)cc2c1=O
  A: 4.4	B: -5.8	C: 0.1	D: 0.4

Cc1nc(C)c(C(=O)O)c(-c2ccc(Cl)cc2)c1C(=O)O
  A: 7.5	B: -10.1	C: -0.1	D: -0.9

C=CCn1c2ccccc2c2nnc(SCC(=O)Nc3nnc(CCC)s3)nc21
  A: 20.0	B: -8.8	C: 0.2	D: -1.1

O=[N+]([O-])c1ccccc1S(=O)(=O)Nc1c(Cl)cc(Br)cc1Br
  A: 7.6	B: 16.2	C: 0.2	D: -1.2

# Exported with each value named: 2 of the compounds above.
O=C1C2C3C=CC(C3)C2C(=O)N1c1cc([N+](=O)[O-])ccc1O (centres undefined)
  MITF inh: 17.6
  TEAD-YAP inh: -0.8
  FBW7 activator: 0.7
  GPR151 ag: -1.8
C=CCc1c(O)nc(SCC(=O)N(CC)CC)[nH]c1=O
  MITF inh: 7.3
  TEAD-YAP inh: -6.2
  FBW7 activator: 0.1
  GPR151 ag: -0.6

# Among those listed so far, these have an NH in an aromatic ring.
# Key to letters – A = MITF inh; B = TEAD-YAP inh; C = FBW7 activator; D = GPR151 ag
C=CCc1c(O)nc(SCC(=O)N(CC)CC)[nH]c1=O
  A: 7.3	B: -6.2	C: 0.1	D: -0.6

CC(C)(C)OC(=O)CSc1nc2ccc(Cl)cc2[nH]1
  A: 2.7	B: -53.6	C: 0.0	D: -0.4

CCCCCCNC(=O)c1c[nH]c2ccc(S(=O)(=O)N3CCC(C)CC3)cc2c1=O
  A: 4.4	B: -5.8	C: 0.1	D: 0.4

# Further records
# Key to letters – A = MITF inh; B = TEAD-YAP inh; C = FBW7 activator; D = GPR151 ag
c1ccc(Oc2ccc(Nc3nc(N4CCOCC4)nc4c3ncn4-c3ccccc3)cc2)cc1
  A: 1.8	B: 4.7	C: 0.0	D: 0.3

CCCNc1nc2[nH]n(-c3ccccc3)c(=O)c2c2c1CCN2C
  A: 3.5	B: 10.5	C: 0.0	D: 0.1

NC(=O)c1ccc(-c2nc(C(=O)Nc3ccc(Oc4ccccc4)cc3)cs2)cc1
  A: 2.2	B: -5.5	C: 0.0	D: 2.3

CCc1ccc(N2CC(C(=O)Nc3cccc(C)c3C)CC2=O)cc1 (centres undefined)
  A: -7.8	B: -6.6	C: 0.1	D: -0.1

COc1ccc2nc(/C(C#N)=C\c3ccc(F)cc3)[nH]c2c1
  A: 17.6	B: -7.9	C: 0.0	D: 2.2

O=C(CSc1ccccc1)Nc1nc(-c2ccc3c(c2)OCCO3)cs1
  A: 10.4	B: -29.6	C: -0.3	D: -0.2

CCOC(=O)c1c(N)c(C#N)n2c1CCC2
  A: 14.0	B: 4.8	C: 0.1	D: 0.0

O=C(CN1CCN(Cc2ccccc2Cl)C1=O)NCc1ccccn1
  A: 6.5	B: 8.1	C: -0.2	D: 1.5

O=C(Nc1ccccc1Cl)c1cccc([N+](=O)[O-])c1
  A: -7.2	B: -11.6	C: -0.1	D: -0.5

CC(=O)c1sc(N2C(=O)c3oc4ccc(C)cc4c(=O)c3C2c2ccc(F)cc2)nc1C (centres undefined)
  A: -0.5	B: 3.1	C: -0.1	D: -0.4

Oc1ccc(/C=N/Nc2nc3ccccc3s2)cc1O
  A: -7.4	B: 1.4	C: 0.2	D: -5.9

COc1ccc(-c2ccc(N3CCN(C)CC3)nc2)cn1
  A: 14.4	B: -62.2	C: -0.2	D: 3.1

COc1ccc(C2C=C(c3ccc(Br)cc3)Nc3nnnn32)cc1 (centres undefined)
  A: -3.2	B: -8.0	C: 0.0	D: 2.7

Cc1ccc(C2=c3ccccc3=C(NCc3ccco3)NN2)cc1
  A: 1.5	B: -7.3	C: -0.1	D: -1.0

CC(C)(C)c1ccc(-c2nc(-c3cccc([N+](=O)[O-])c3)no2)cc1
  A: 12.0	B: 1.0	C: 0.1	D: 3.8

# Reprinted from the part before: 2 compounds, followed by the next part.
# Key to letters – A = MITF inh; B = TEAD-YAP inh; C = FBW7 activator; D = GPR151 ag
Cc1ccc(C2=c3ccccc3=C(NCc3ccco3)NN2)cc1
  A: 1.5	B: -7.3	C: -0.1	D: -1.0

CC(C)(C)c1ccc(-c2nc(-c3cccc([N+](=O)[O-])c3)no2)cc1
  A: 12.0	B: 1.0	C: 0.1	D: 3.8

COCCNC(=O)c1ccc(-c2ccc3[nH]ccc3c2)nc1NCC1CC1
  A: 1.1	B: -3.3	C: 0.4	D: 0.9

Cc1sc2nc(CSCC(=O)Nc3ccc(OC(F)F)cc3)[nH]c(=O)c2c1C
  A: 14.4	B: -1.4	C: 0.3	D: -1.0

CN(Cc1ccccc1)C(=O)c1cccc(C(=O)N(C)Cc2ccccc2)c1
  A: 10.0	B: -2.8	C: 0.1	D: -0.1

O=C(NCCn1cc(SCC(=O)N2CCCCC2)c2ccccc21)c1ccccc1
  A: -0.6	B: -3.4	C: 0.1	D: 2.1

COc1ccc(/C=N/NC(=O)COc2ccc(C)cc2)cc1
  A: 3.3	B: -7.3	C: -0.1	D: 0.1

Cn1cc([N+](=O)[O-])c(C(=O)n2cccn2)n1
  A: -5.2	B: 1.1	C: -0.1	D: -1.2

COc1cc(/C=N\n2nnnc2N)ccc1OCc1ccc(C)cc1
  A: 1.1	B: -53.9	C: 0.1	D: -1.1

CCOC(=O)CC(N)c1ccc(Cl)cc1Cl (centres undefined)
  A: 8.8	B: 3.5	C: 0.1	D: -0.5

CC1(C)Cc2ccccc2/C(=C(\Cc2ccccc2)C(N)=O)N1
  A: 20.2	B: 3.4	C: 0.7	D: -0.4

CCCN(Cc1cc2cc(OC)ccc2[nH]c1=O)C(=O)C(C)C
  A: 10.9	B: 8.6	C: 0.0	D: -0.2

COc1ccc(C2=C(c3ccc(OC)cc3)C3(c4ccccc4)C(=O)C2(c2ccccc2)C2C(=O)NC(=O)C23)cc1 (centres undefined)
  A: -1.0	B: -0.6	C: 0.0	D: 0.6

Cc1cc2[nH]c(=O)c(=O)[nH]c2cc1S(=O)(=O)NC1CCCC1
  A: -1.1	B: 2.5	C: -0.1	D: 2.9

CCCN(c1ccc(F)cc1)c1nc(-c2ccc(OC)cc2)no1
  A: 0.8	B: -10.4	C: -0.2	D: -0.8

CCOC(=O)C1=C(c2ccccc2)NC(=O)NC1c1cc(OCC)c(O)c([N+](=O)[O-])c1 (centres undefined)
  A: 6.3	B: 7.3	C: -0.1	D: 0.3

CCn1c(=S)[nH]c2nc3c(cc2c1=O)COC(C)(C)C3
  A: 19.6	B: 2.9	C: 0.2	D: -1.9

# Next records.
# Key to letters – A = MITF inh; B = TEAD-YAP inh; C = FBW7 activator; D = GPR151 ag
Cc1c(CNC2CCCCCC2)c(C(=O)O)c(C)n1Cc1ccccc1F
  A: 17.6	B: -0.2	C: -0.3	D: 1.7

Cc1nc(SCC(=O)N(C)c2ccccc2)c(C#N)c(C)c1Cl
  A: 14.3	B: 1.7	C: 0.7	D: -1.0

COc1ccc(/C=C2/C(=O)NN(c3ccc(Cl)cc3)C2=O)cc1OC
  A: 12.5	B: -3.8	C: -0.1	D: -0.4

Cc1cc(CN(C)C2CCN(c3ccc(C(=O)N[C@H]4CCCCNC4=O)cc3)CC2)on1
  A: 25.9	B: -4.9	C: 0.1	D: -0.6

CCOC(=O)CSc1nnc(-c2ccccc2)n1-n1cccc1
  A: 5.8	B: -17.5	C: -0.2	D: 3.6

CCN1CCN(C(c2ccccc2Cl)c2nnnn2Cc2ccc(OC)cc2)CC1 (centres undefined)
  A: 12.1	B: 6.5	C: 0.4	D: 4.3

O=C1c2[nH]nc(-c3ccccc3)c2C(c2ccc([N+](=O)[O-])cc2)N1c1cccc(C(F)(F)F)c1 (centres undefined)
  A: 1.2	B: -0.8	C: -0.1	D: 2.3

O=C(NCc1ccc(C(=O)NCc2ccco2)cc1)c1cccc(Br)c1
  A: 9.7	B: -1.6	C: -0.3	D: 0.0

COC(=O)c1ccc(COn2nnc3ccc([N+](=O)[O-])cc32)cc1
  A: 1.3	B: 5.6	C: 0.1	D: 1.0

C=CCN1C(=O)S/C(=C/c2ccc3c(c2)OCCO3)C1=O
  A: 6.7	B: -55.8	C: 0.1	D: -0.9

CC[C@H](Cn1nc(-c2ccoc2C)oc1=O)NC(=O)C(C)C
  A: -0.8	B: 0.9	C: -0.1	D: 0.4

COc1cc(CN2CCN(Cc3ccco3)CC2)cc(OC)c1
  A: 83.1*	B: 2.6	C: 0.1	D: 0.9

O=c1c2ccccc2[nH]c(=S)n1CCCN1CCN(c2cccc(Cl)c2)CC1
  A: -4.8	B: -3.0	C: 0.1	D: 0.6

Cc1ccc(NC(=O)Cc2cccc(Cl)c2)cc1
  A: 2.8	B: -20.9	C: 0.2	D: 1.0

C/C(=N\NC(=O)c1cccs1)c1ccco1
  A: 8.7	B: -52.4	C: 0.1	D: 1.1

# Part of the list above, reduced to MITF inh:
Compound	MITF inh
COC(=O)c1ccc(COn2nnc3ccc([N+](=O)[O-])cc32)cc1	1.3
CCOC(=O)CSc1nnc(-c2ccccc2)n1-n1cccc1	5.8
CC[C@H](Cn1nc(-c2ccoc2C)oc1=O)NC(=O)C(C)C	-0.8

# Next results:
# Key to letters – A = MITF inh; B = TEAD-YAP inh; C = FBW7 activator; D = GPR151 ag
NC(=O)C[C@H](NC(=O)c1ccc(Cl)cc1)C(=O)OCc1ccccc1
  A: -11.8	B: -3.8	C: -0.1	D: -0.5

COc1cccc(CN2CCN(C3CCCC3)CC2)c1
  A: 64.9*	B: -3.9	C: 0.1	D: 0.7

O=C(CSc1ccc2nnc(-c3ccc(F)cc3)n2n1)Nc1ccc2c(c1)OCO2
  A: 4.8	B: -1.1	C: 0.2	D: -0.5

O=C(Nc1nnc(-c2ccc3c(c2)OCCO3)o1)C1CC1
  A: 10.4	B: 15.2	C: -0.1	D: -3.6

O=C1CC(N2CCN(/C=C/c3ccccc3)CC2)C(=O)N1c1ccccc1 (centres undefined)
  A: 10.9	B: -5.1	C: 0.2	D: 1.1

O=C(Nc1ccc(F)cc1)c1cc(-c2ccccc2)nc2ccccc12
  A: -18.9	B: 0.2	C: -0.3	D: -0.3

CC(C)N(CCNc1nc(Nc2ncccn2)nc2c1ncn2C1CCCCC1)C(C)C
  A: 14.2	B: -3.4	C: -0.2	D: 0.8

Cc1ccc2c(c1)N(CC(=O)N1CCN(C3CCCCC3)CC1)C(=O)CO2
  A: -5.9	B: -2.4	C: -0.1	D: -0.9

Cc1cc(NS(=O)(=O)c2ccc(Nc3nc(-c4cccnc4)cs3)cc2)no1
  A: -9.4	B: 4.3	C: -0.1	D: 0.2

COc1cccc(C=O)c1OCc1ccc([N+](=O)[O-])cc1
  A: 17.0	B: 7.6	C: 0.6	D: 1.1

OC(c1cccnc1)c1ccc2c(c1)CN(Cc1cn[nH]c1-c1ccccc1)CCO2 (centres undefined)
  A: 1.7	B: -1.7	C: 0.1	D: 0.5

O=c1c2sc(=S)n(Cc3ccccc3)c2nc(SCc2cccc([N+](=O)[O-])c2)n1Cc1ccccc1
  A: 7.5	B: -12.6	C: -0.1	D: 0.3

CCOc1ccc2nc(SCc3nc4ccccc4[nH]3)sc2c1
  A: -0.1	B: 0.6	C: -0.2	D: 2.7

O=C(O)CCCCn1c(SCC(=O)c2ccc(Cl)cc2)nc2ccsc2c1=O
  A: -5.8	B: 0.5	C: 0.0	D: -2.2

COc1ccc(-c2nc3n(n2)C(c2ccccc2Cl)C(C(N)=O)=C(C)N3)cc1OC (centres undefined)
  A: -17.1	B: -0.3	C: 0.1	D: -0.2

O=C(NCc1nc2ccccc2[nH]1)c1ccc2nc(NCc3cccnc3)sc2c1
  A: 11.8	B: -2.5	C: -0.1	D: 0.1

CCN1CCN(C(=O)C2CCCN(S(=O)(=O)c3cccc4nsnc34)C2)CC1 (centres undefined)
  A: -1.4	B: -11.3	C: -0.9	D: 1.5

O=C1c2cccc3cccc(c23)C(=O)N1CCn1ccnc1
  A: -2.8	B: 1.9	C: 0.7	D: -0.4
